Assay outcomes: PubChem BioAssay, several laboratories
MEKK3 PB1 HTS: MEKK3-MEK5 PB1 interaction, increase or decrease. Q99759. bead-based flow cytometry, Alexa488-MEK5 binding to MEKK3; actives lie on both sides; 0 = blocked by unlabeled MEK5, 100 = vehicle. binding response (% of control), % at 10 µM. hit rate 1.4% among 290,000. AID 1529;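 active = binding response more than 3 SD above or below the average of its plate-row segment, actives on both sides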;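 note: Alexa488 bead fluorescence after subtracting the streptavidin-only scavenger bead signal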
CRFR2-BP ag: CRF-BP/CRF-R2 complex agonism; HEK293 CRF-R2/CRF-BP, calcium dye fluorescence (FLIPR); percent of saturating CRF peptide response; activation, % at 13.2 µM; hit rate 0.46% among 350,000; AID 588473;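 active = activation of at least 50%, plus an integration ratio under a set limit after plate pattern correction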;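 note: plate controls were neutral control wells without compound for no effect and CRF at EC100 for full effect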
CRFR2-BP antag: CRF-BP/CRF-R2 complex antagonism | hit rate 0.59% among 350,000 | inhibition, % at 11.8 µM | HEK293 CRF-R2/CRF-BP, CRF-induced calcium fluorescence;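 active = inhibition of the ligand-induced calcium signal above about 50% at the single tested concentration, limit read from the data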
GalR3 antagonist: antagonists of human GalR3 | inhibition, % at 3 µM | hit rate 0.44% among 360,000 | HEK293 GalR3-CNG cAMP membrane potential fluorescence; galR3 body fused to GalR1 C-terminus | O60755;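 active = inhibition above the screen-wide average plus 3 SD, cut at about 13% in these data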;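 note: forskolin and galanin both at EC90 stimulate the cells; cAMP rise reported by CNG channel membrane potential dye signal; 0% = forskolin plus galanin with DMSO and 100% = forskolin alone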
pCIP destab: p/CIP protein destabilization; Q05BA5; decrease of EGFP signal, % at 10 µM; F442A p/CIP-EGFP cells, EGFP fluorescence, 16 h; hit rate 0.01% among 290,000;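 active = EGFP signal decrease of at least 30% at 10 µM or well 3 SD below plate mean, unless failing retest; inactive = the rest, including hits failing retest or dose response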; note: some compounds called inactive have numbers as strong as hits; many of its hits are not listed in these tables
Target sequence (Q05BA5 1-1403): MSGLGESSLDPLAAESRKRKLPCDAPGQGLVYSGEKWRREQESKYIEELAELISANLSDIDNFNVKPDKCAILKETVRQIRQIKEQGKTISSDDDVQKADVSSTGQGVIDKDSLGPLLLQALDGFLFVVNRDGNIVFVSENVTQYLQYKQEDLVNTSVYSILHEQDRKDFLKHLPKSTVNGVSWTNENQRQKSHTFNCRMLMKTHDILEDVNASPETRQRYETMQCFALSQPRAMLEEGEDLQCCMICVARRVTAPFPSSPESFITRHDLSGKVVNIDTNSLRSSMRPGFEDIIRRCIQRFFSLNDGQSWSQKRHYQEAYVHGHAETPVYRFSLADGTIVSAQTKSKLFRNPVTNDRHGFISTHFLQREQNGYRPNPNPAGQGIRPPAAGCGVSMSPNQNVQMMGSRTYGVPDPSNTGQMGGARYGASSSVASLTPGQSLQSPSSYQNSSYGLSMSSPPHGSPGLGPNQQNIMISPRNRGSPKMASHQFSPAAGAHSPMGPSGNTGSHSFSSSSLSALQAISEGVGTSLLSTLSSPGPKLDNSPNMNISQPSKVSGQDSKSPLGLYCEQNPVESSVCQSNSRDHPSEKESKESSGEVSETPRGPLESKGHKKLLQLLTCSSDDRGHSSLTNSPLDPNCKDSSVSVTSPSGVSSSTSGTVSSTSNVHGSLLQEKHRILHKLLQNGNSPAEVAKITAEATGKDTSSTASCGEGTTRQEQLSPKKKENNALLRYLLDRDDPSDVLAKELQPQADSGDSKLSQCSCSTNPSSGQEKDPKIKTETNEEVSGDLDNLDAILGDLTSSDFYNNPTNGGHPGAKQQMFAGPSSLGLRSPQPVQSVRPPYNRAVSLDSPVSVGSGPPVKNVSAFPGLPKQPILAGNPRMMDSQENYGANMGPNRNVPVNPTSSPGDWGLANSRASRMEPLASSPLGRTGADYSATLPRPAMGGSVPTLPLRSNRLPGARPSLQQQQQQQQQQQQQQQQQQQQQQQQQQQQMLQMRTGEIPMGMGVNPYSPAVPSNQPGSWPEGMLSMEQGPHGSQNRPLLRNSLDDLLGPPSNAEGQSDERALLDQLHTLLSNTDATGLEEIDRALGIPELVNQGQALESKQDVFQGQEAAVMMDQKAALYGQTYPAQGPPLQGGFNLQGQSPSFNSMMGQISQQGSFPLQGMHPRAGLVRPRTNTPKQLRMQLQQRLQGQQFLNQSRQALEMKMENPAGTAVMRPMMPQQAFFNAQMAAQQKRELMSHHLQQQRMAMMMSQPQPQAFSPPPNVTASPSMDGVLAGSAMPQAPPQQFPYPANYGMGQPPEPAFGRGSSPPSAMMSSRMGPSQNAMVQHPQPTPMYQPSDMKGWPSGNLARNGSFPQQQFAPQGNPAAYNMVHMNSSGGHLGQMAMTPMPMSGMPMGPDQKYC
IDE inh: inhibitors of human insulin-degrading enzyme in cells; P14735; HEK cells, FAbetaB cleavage, fluorescence polarization; inhibition, % at 5.59 µM; hit rate 0.41% among 320,000; AID 434962;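 active = percent inhibition above the average of all tested compounds plus 3 SD, set per screening campaign, cut at about 16% in these data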;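 note: IDE supplied by intact live HEK cells; FP after avidin binding of uncleaved biotin substrate so inhibition keeps polarization high; 0% = DMSO wells and 100% = 60 µM reference IDE inhibitor Ii1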
IDE cell activ: activators of human insulin-degrading enzyme in cells. P14735. HEK cells, FAbeta-B cleavage, fluorescence polarization; 0% vehicle, 100% cell-free pure enzyme wells. activation, % at 5.96 µM. hit rate 0.073% among 340,000. AID 493087;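 active = activation above the mean of all tested compounds plus 3 SD, set per screening campaign, cut at about 17% in these data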
CHRM4 PAM: potentiates acetylcholine response at human M4 receptor; P08173; CHO-K1 hM4/Gqi5, Fluo-8 calcium fluorescence, ACh EC20; 0% = ACh EC20, 100% = maximal ACh; activation, % at 3 µM; hit rate 0.4% among 360,000; AID 624126;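 active = activation above its plate's cutoff, the mean activation of sample wells plus 3 SD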; note: some results filed as inactive read as strong as hits
PHOSPHO1 inh: blocks human PHOSPHO1 phosphatase activity; Q8TCT1; recombinant PHOSPHO1, absorbance phosphatase assay; inhibition, % at 13.3 µM; hit rate 1.1% among 290,000; AID 1565; in the data active = inhibition above about 60%
Numbers without * were called inactive; / = not tested or not shown. Some of the compounds tested; the hit share may differ from the screen's.

SMILES	MEKK3 PB1 HTS	CRFR2-BP ag	CRFR2-BP antag	GalR3 antagonist	pCIP destab	IDE inh	IDE cell activ	CHRM4 PAM	PHOSPHO1 inh
O=C(NC(C(Cl)Cl)N1CCOCC1)c1ccccc1 (stereo not given)	106	2.1	11	-3	-4	4	4	-3	-28
CC1(C(O)(C#CCN2CCCCC2)c2ccccc2)CCCC1 (stereo not given)	85	-0.4	-27	-6	-5	-3	-1	-26	8
COC(=O)C1=C(c2ccc(C(C)=O)cc2)C[C@@H]2CC[C@H]1N2C(=O)NCc1ccco1	/	-2.9	-3	1	/	1	2	-6	/
CC1(O)C[C@]2(C)N(O)C3CCCC[C@@H]3N2O1 (stereo not given in full)	93	-2.1	26	3	4	-2	4	12	-10
CC(=Nc1ccccc1N)c1c(O)n(C)c(=O)n(C)c1=O	104	-0.1	-4	-5	4	-2	0	-1	8
Cc1ccc(-n2c(O)c(C=NCc3ccccn3)c(=O)[nH]c2=S)cc1	103	-4.6	2	-2	-5	3	-1	0	6
CN1C2CCC1/C(=C/c1ccccn1)C(=O)/C2=C\c1ccccn1	93	1.4	0	1	-18	-3	2	-5	-7
Cc1nnc2ccc(N3CCN(C)CC3)nn12	106	-0.9	2	-2	-19	/	1	5	-18
COc1ccc(CN2Cc3cnnn3-c3ccccc3C2C#N)cc1 (stereo not given)	/	0.9	10	-5	/	/	-12	-2	/
O=c1c2ccccc2[nH]c(=S)n1-c1cccc(C(F)(F)F)c1	/	-1.4	-1	-2	/	/	/	0	/
COCc1cc(OC(=O)N(C)C)nc2c1c(C)nn2C	95	-0.3	-2	3	-5	-2	6	11	23
CCn1cc(C=C2C(=O)NC(=O)NC2=O)c2ccccc21	98	18	-23	-10	7	4	-5	3	-8
Cn1c(O)c(C2=NNC(c3ccc(Cl)cc3)C2)c(=O)n(C)c1=O (stereo not given)	99	-0.2	-16	3	-8	7	5	-1	46
COc1ccc(CCN)cc1O	102	1.5	0	/	/	-2	7	-2	/
CCOC(=O)C(=CNc1ccc(C(O)(C(=O)OCC)C(F)(F)F)cc1C)C(=O)OCC (stereo not given)	105	-3.0	-47	0	-19	0	0	2	7

Single records, from the list above. Order of screens: MEKK3 PB1 HTS, CRFR2-BP ag, CRFR2-BP antag, GalR3 antagonist, pCIP destab, IDE inh, IDE cell activ, CHRM4 PAM, PHOSPHO1 inh
Shown for `O=C(NC(C(Cl)Cl)N1CCOCC1)c1ccccc1` (stereo not given) = 106, 2.1, 11, -3, -4, 4, 4, -3, -28
Shown for `CC1(O)C[C@]2(C)N(O)C3CCCC[C@@H]3N2O1` (stereo not given in full) = 93, -2.1, 26, 3, 4, -2, 4, 12, -10
Shown for `CC1(C(O)(C#CCN2CCCCC2)c2ccccc2)CCCC1` (stereo not given) = 85, -0.4, -27, -6, -5, -3, -1, -26, 8
Shown for `COCc1cc(OC(=O)N(C)C)nc2c1c(C)nn2C` = 95, -0.3, -2, 3, -5, -2, 6, 11, 23

The listing continues:
SMILES	MEKK3 PB1 HTS	CRFR2-BP ag	CRFR2-BP antag	GalR3 antagonist	pCIP destab	IDE inh	IDE cell activ	CHRM4 PAM	PHOSPHO1 inh
COc1ccc([N+](=O)[O-])cc1N=Cc1c(O)n(CCc2ccccc2)c(=O)n(C(C)C)c1=O	98	1.4	-33	-7	-62	-1	3	-2	-5
COC(=O)C1=C(c2ccc(OCc3ccccc3)cc2)C[C@@H]2CC[C@H]1N2C(=O)NCc1ccc(F)cc1	/	2.4	3	-5	/	/	/	-2	/
CS(=O)(=O)NCc1nnc2n1-c1ccc(Cl)cc1C(c1ccccc1)=NC2	100	1.9	6	3	-2	11	8	-1	4
CCC1CO/C(=C(\C(Cl)=C(Cl)Cl)[N+](=O)[O-])N1Cc1ccc(Cl)nc1 (stereo not given)	107	0.0	-15	-6	4	-1	2	1	27
O=C(CCN1CC=C(c2ccccc2)CC1)NCc1ccccc1	/	-0.9	10	-8	/	/	/	-3	/
CCC1CCCCN1CC(=O)c1ccc(OC(F)F)cc1 (stereo not given)	99	-2.1	7	-13	-16	5	-5	10	9
COc1ccc(NC(=O)c2cn(CCC#N)nc2-c2ccc([N+](=O)[O-])cc2)cc1	94	1.4	-8	-1	3	1	9	-3	-8
O=[N+]([O-])c1ccc(NC2CCN(Cc3ccccc3)CC2)c2ccncc12	102	0.0	-14	-10	-19	-3	-3	-4	15
c1ccc2c(c1)[nH]c1cnccc12	94	-2.3	10	-3	2	8	5	-6	1
COc1ccc(O)c(C(C)(C)C)c1	97	-0.5	-58	/	-2	8	-1	0	44
O=C1NC(=O)N(Cc2ccco2)C(=O)/C1=C/c1ccc(-c2cccc([N+](=O)[O-])c2)o1	95	6.9	-25	/	-4	4	-1	-1	2
C=CCn1c(O)c(C(CC)=NCc2cc(OC)cc(OC)c2)c(=O)[nH]c1=O	99	-0.7	-15	-1	8	0	-2	-3	14
CCN1CCN(C(=O)Cc2coc3cc(C)cc(C)c23)CC1	104	-0.8	-2	-5	0	0	5	0	38
CCCn1cc(CN2CCCC(C(=O)c3cccc(OC)c3)C2)c(C)n1 (stereo not given)	105	-1.2	4	-5	-12	-1	-4	-12	40
CCCCCn1c(=O)c(C(=O)Nc2cccc(C)n2)c(O)c2ccccc21	100	0.2	-1	-2	-11	1	3	5	-1
CCN1CCN(C(c2cccs2)C(C)NC(=O)Oc2ccccc2)CC1 (stereo not given)	62	3.5	0	/	4	-5	0	-9	28
COc1ccc(CC(=O)N(CCN(C)C)CC2CCCN(Cc3ccccc3F)C2)cc1 (stereo not given)	106	0.1	0	1	-3	-2	1	-2	45
COc1ccc(CCNC(=O)c2c(N)n(CCN3CCOCC3)c3nc4ccccc4nc23)cc1	103	-0.8	4	-3	0	4	1	4	20
O=S(=O)(c1ccccc1)N1CCCCC1c1cccnc1 (stereo not given)	101	-0.4	4	-4	-11	0	-7	-7	30
Cc1sc2ncnc(N3CCC(C(=O)Nc4ccc(C#N)c(Cl)c4)CC3)c2c1C	/	-0.5	-4	-3	/	3	-4	9	/
C=C(C)CSc1nnc([C@@H](N)Cc2ccccc2)o1	97	-1.0	-26	-3	2	2	3	11	36
OC1(c2cccnc2)CC2CCC(C1)N2Cc1nnnn1Cc1ccccc1 (stereo not given)	/	-2.8	12	-3	-4	4	-3	5	19
CC1=CC(=C2C(=O)NC(=O)NC2=O)C=C(C(F)(F)F)N1C(C)C	103	0.3	6	-3	4	7	4	1	-53
COc1ccc(-n2c(CNCCc3ccc(C)cc3)nc3ccccc3c2=O)cc1	110	-2.9	4	1	-5	-2	3	-5	15
C[n+]1c(-c2ccccc2)cc(-c2ccc(Cl)cc2)cc1-c1ccccc1	98	-2.5	9	-1	4	3	6	-2	11
CCOC(=O)[C@]12Cc3cc4c(cc3[C@H]1N(Cc1ccccc1)C(=O)c1ccccc12)OCO4	/	8.1	23	-12	/	/	2	0	/
O=c1[nH]c(=O)n(-c2ccccc2)c(O)c1/C=C1/C(c2ccccc2)=Nc2ccccc21	101	-1.0	-61	3	-16	5	-3	5	-3
COC(=O)C1=C(c2ccc(OCc3ccccc3)cc2)C[C@@H]2CC[C@H]1N2C	/	0.6	-2	-6	/	/	/	-10	/
OC(c1ccccc1)(c1ccccc1)c1ccncc1	112	1.1	10	-6	2	1	1	2	-22
COC(=O)C1=C(c2ccc(F)cc2OCc2ccccc2)C[C@@H]2CC[C@H]1N2C(=O)N1CCCC1	/	-3.1	-4	-6	/	2	1	-1	/
CCOC(=O)c1c(C)n(Cc2ccccc2)c2ccc(OCC(O)Cn3nc(C)cc3C)cc12 (stereo not given)	99	2.6	-14	-4	2	3	-6	-7	-18
CCOC(=O)C(O)(c1ccc(N(C)C(=O)c2ccc(Cl)c(Cl)c2)cc1)C(F)(F)F (stereo not given)	120	-0.7	-2	4	-22	2	-1	-9	17
COC(=O)C1=C(c2cccc(OC)c2OC)C[C@@H]2CC[C@H]1N2C(=O)NCc1cccc2ccccc12	102	-0.6	8	-3	/	-1	0	-9	/
COc1cc(OC)cc(C(=O)NC(=S)N2C[C@H]3C[C@H](C2)c2cccc(=O)n2C3)c1	105	1.2	-6	-6	-4	13	0	1	19
Cc1nc2c(C(=O)N3CCC4(CC3)OCCO4)cnn2c(C)c1Cc1cccc(Cl)c1	96	-1.3	17	-7	-4	-1	2	-1	-1
CC(C)C1(C)N=C(c2nc3ccccc3cc2C(=O)O)NC1=O (stereo not given)	99	0.1	-3	-1	0	3	3	-5	1
ClC(Cl)=C(c1ccc(Cl)cc1)c1ccc(Cl)cc1	/	0.4	2	-2	/	3	-1	-6	/
CNC(=S)N1CC2CC(C1)c1cccc(=O)n1C2 (stereo not given)	107	3.1	9	0	4	-1	7	17	24
COc1ccc(C(=O)O/N=C(/C(N)=O)P(=O)(OC(C)C)OC(C)C)cc1	95	5.6	-7	-1	-10	3	/	8	48
CCOC(=O)C1C(=O)NC23CCCC2C1c1ccccc1O3 (stereo not given)	104	-0.6	3	-1	-4	4	4	-5	5
CCOc1ccc(-c2c(C)n(-c3ccc(OCC)cc3)c3[n+]2CCCCC3)cc1	104	-1.8	-15	19*	-28	5	5	-37	33
CC(=O)OC12COC1CC(O)C1(C)C(=O)C(O)C3=C(C)C(O)CC(O)(C(OC(=O)c4ccccc4)C21)C3(C)C (stereo not given)	/	1.8	1	-5	/	/	6	-2	/
CN1C(=O)N(C)C(=O)C(NS(=O)(=O)c2ccc(N)cc2)(c2ccccc2)C1=O	/	-0.9	-8	-4	/	/	-6	3	/
CSc1ccc(CN2CCN(C(=O)COc3ccc(C)cc3)CC2)cc1	102	1.9	-35	-2	-11	1	1	1	20
O=[N+]([O-])c1cnc2ccc3ccccc3c2c1	98	-0.1	12	5	-2	2	5	-3	26
COC(=O)C1=C(c2ccc(OC(F)(F)F)cc2)C[C@@H]2CC[C@H]1N2C(=O)N1CCCCC1	/	0.4	11	-5	/	1	2	4	/
Cn1cccc1/C=C1/C(=O)NC(=O)N(Cc2ccc(F)cc2)C1=O	101	-0.2	-34	8	-19	2	4	-4	32
O=C(Cn1ncc2c3ccccc3n(Cc3ccc(F)cc3)c2c1=O)N1CCC2(CC1)OCCO2	92	-0.6	1	/	-17	4	2	8	4
CCC(=NCCCN(CC)CC)c1c(O)n(-c2ccccc2)c(=O)[nH]c1=O	99	1.1	-3	-4	12	1	-2	21	-1
COc1ccc(C(CN(C)C)C2(O)CCCCC2)cc1 (stereo not given)	91	-1.2	6	/	/	1	4	1	/
CCCCn1c(O)c(/C(CC)=N/N2CCCCC2c2cccnc2)c(=O)[nH]c1=S (stereo not given)	109	9.7	-26	-12	-8	3	-3	11	14
C[C@]12CCC3C(CCC4=CC(O)CC[C@@]43/C=N/O)C1(O)CCC2C1=CC(=O)OC1 (stereo not given in full)	103	0.6	-7	15*	-11	7	3	0	/
CCN(C(=O)COC(=O)C(O)(c1ccccc1)c1ccccc1)c1c(N)n(Cc2ccccc2)c(=O)[nH]c1=O	/	2.3	-19	3	/	/	2	/	/
O=[N+]([O-])c1ccc2c(c1)C(c1ccccc1)=NCCN2	102	-1.2	11	-11	4	6	0	3	42
CC12CC[C@H]3[C@@H](CCC4(O)C[C@H](O)CCC34/C=N/NC(=O)c3ccccc3F)C1(O)CCC2C1=CC(=O)OC1 (stereo not given in full)	75	2.7	20	37*	-8	6	0	0	13
O=c1c2ccccc2[nH]c(=S)n1-c1ccc(Br)cc1	100	0.1	2	-4	10	3	1	-12	-28
COc1ccc(-n2c(O)c(/C=C3\C=Nc4ccc(Br)cc43)c(=O)[nH]c2=O)c(OC)c1	95	30	-49	-9	-5	-3	-2	1	33
